TAAR1 ag: agonists of human TAAR1; CHO RD-HGA16 TAAR1, Fluo-8 calcium fluorescence; vehicle wells 0%, saturating PEA agonist 100%; activation, % at 3 µM; 360,000 tested, 0.99% active; AID 624467;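 active means activation above the mean activation of all test compounds in the run plus 3 SD, cut at about 38% in these data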
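test system = CHO RD-HGA16 cells carrying human TAAR1 plus Gα16 | schedule = 17-24 h seeding, 75 min 37 °C dye, 30 min RT | compound dosing = 3 µM single concentration | control set = DMSO and PEA EC100 | replicates = n 1 | signal = Fluo-8 fluorescence, 5 s baseline then 140 s kinetic read | measure = percent activation vs PEA EC100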
OXTR potentiate: potentiates the human oxytocin receptor response | P30559 | CHO-OTR cells, Fluo-8 calcium fluorescence, potentiator mode; 0% = oxytocin EC15, 100% = EC100 | activation, % at 3 µM | 320,000 tested, 0.061% active;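 active means activation above that plate's cutoff, the mean activation of tested compounds plus 3 SD, cut at about 6.6% in these data, passing the limit was not always enough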;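 further: 100% uses oxytocin at 75 nM as the full agonist control; some results filed as inactive read as strong as hits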
Target sequence (P30559 whole entry, looked up): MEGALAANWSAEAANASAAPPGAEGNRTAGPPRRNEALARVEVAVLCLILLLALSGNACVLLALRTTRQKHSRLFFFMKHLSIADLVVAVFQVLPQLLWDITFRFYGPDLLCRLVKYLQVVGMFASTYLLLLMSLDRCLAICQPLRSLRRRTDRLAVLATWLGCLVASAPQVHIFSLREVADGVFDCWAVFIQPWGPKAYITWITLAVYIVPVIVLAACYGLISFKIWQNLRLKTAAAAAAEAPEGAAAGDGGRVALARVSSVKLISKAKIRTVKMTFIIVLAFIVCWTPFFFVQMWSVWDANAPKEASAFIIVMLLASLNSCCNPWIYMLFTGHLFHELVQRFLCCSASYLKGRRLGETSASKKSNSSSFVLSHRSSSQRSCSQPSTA
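Replication – single well per compound, singlicate · Assay system – CHO cell line stably expressing human OTR · Timing – 6 min pre-incubation, 100 s read · Measure – normalized max/min fluorescence ratio, % activation · Doses – 3.0 µM, one dose · Detection – Fluo-8 calcium dye fluorescence · Probe or stimulus – oxytocin near EC15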
M1 PAM parental: M1 PAM counterscreen hit in parental CHO-K1 cells; ATP EC20, Fluo-8 calcium fluorescence; 0% at ATP EC20, 100% at ATP max; activation, % at 3 µM; 360,000 tested, 0.02% active;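 active means activation above the run cutoff, the mean activation of all test compounds plus 3 SD, cut at about 40% in these data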;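 further: peak over basal fluorescence ratio in a 140 s read after ATP addition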
V1R ag counter: activates human V1a receptor in oxytocin agonist counter-screen; P37288; CHO-V1R cells, Fluo-8 calcium fluorescence, agonist mode; 0% DMSO, 100% 3 nM vasopressin; activation, % at 3 µM; 320,000 tested, 0.25% active; AID 2797;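 active means activation above the mean activation of all tested compounds plus 3 SD, per screening run, cut at about 20% in these data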;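 further: signal is peak over basal fluorescence ratio across a 100 second FLIPR read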
Target sequence (P37288 whole entry, looked up): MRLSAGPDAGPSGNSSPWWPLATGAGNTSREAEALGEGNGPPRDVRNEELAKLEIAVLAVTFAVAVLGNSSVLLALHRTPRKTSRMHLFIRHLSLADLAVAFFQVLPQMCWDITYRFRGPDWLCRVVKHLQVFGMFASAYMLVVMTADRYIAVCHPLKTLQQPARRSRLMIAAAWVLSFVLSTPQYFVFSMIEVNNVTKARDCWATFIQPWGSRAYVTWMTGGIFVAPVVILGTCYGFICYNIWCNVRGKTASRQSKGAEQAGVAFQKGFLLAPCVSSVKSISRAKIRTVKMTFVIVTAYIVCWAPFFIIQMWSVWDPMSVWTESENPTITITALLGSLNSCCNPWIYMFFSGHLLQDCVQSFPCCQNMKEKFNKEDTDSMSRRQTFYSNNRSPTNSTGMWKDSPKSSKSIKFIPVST
TAAR1 antag: human TAAR1 antagonism | CHO RD-HGA16 TAAR1, Fluo-8 calcium fluorescence, antagonist | inhibition, % at 3 µM | 360,000 tested, 1.5% active | AID 624466;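 active means inhibition above a per-plate cutoff, the mean inhibition of test compounds on that plate plus 3 SD, cut at about 49% in these data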;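 further: 0% = DMSO plus EC80 beta-PEA response and 100% = DMSO alone without agonist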
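Material: CHO RD-HGA16 cells bearing hTAAR1; compound dosing: one-point dosing, 3 µM nominal final; schedule: dye loading 75 min at 37 °C, then 30 min room temperature; measured by: calcium fluorescence with Fluo-8; control set: vehicle and agonist controls; replication: n of 1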
M1 ag parental: M1 agonist counterscreen hit in parental CHO-K1 cells; Fluo-8 calcium fluorescence; scaled to maximal ATP response, vehicle zero; activation, % at 3 µM; 360,000 tested, 0.48% active; AID 602248; in the data active means activation above about 15%;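 further: untransfected CHO-K1 host cells lacking M1 receptor as counterscreen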
M1 ag: human M1 muscarinic receptor agonism. P11229. CHO-K1 hM1, Fluo-8 calcium fluorescence, agonist mode; 0% DMSO, 100% acetylcholine EC100. activation, % at 3 µM. 360,000 tested, 0.33% active;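 active means activation above the run's mean compound activation plus 3 SD, cut at about 16% in these data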;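 further: peak over basal fluorescence ratio within a 140 s kinetic read after compound addition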
CHO-K1 Ca antag: M1 antagonist counterscreen hit in parental CHO-K1 cells; ATP-induced calcium, Fluo-8 fluorescence; inhibition, % at 3 µM; 360,000 tested, 0.6% active; AID 602250;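 active means inhibition above a per-plate cutoff, the plate's mean sample inhibition plus 3 SD, cut at about 24% in these data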;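 further: 0% = DMSO plus EC80 ATP and 100% = DMSO alone without ATP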
CHO parental Ca: signal in parental CHO cells, OX1R antagonist counter-screen; parental CHO-K1, ATP-induced calcium, Fluo-8 fluorescence; inhibition, % at 5.6 µM; 330,000 tested, 0.63% active;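 active means inhibition above that plate's mean sample inhibition plus 3 SD, cut at about 26% in these data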;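 further: 0% = ATP-challenged DMSO wells and 100% = DMSO wells without ATP; some compounds past the cut are filed as inactive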
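Assay system: untransfected parental CHO cell line. Also added: ATP agonist challenge. Dosing: one dose, 5.6 µM nominal. Measured by: Fluo-8 fluorescence. Read-out: % inhibition. Benchmarks: ATP wells versus no-ATP DMSO wells. Repeats: no replicates.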
* = called active by the depositor; / = not tested or not shown. Random draw from the library, and some 3.3% of all compounds hit somewhere here.

SMILES	TAAR1 ag	OXTR potentiate	M1 PAM parental	V1R ag counter	TAAR1 antag	M1 ag parental	M1 ag	CHO-K1 Ca antag	CHO parental Ca
O=c1c(Cc2c(F)cccc2Cl)c(O)ccn1CCCN1CCOCC1	5	-6	12	0.3	5	0.1	-6	-6	-1
COc1ccc(N(CC(=O)N2CCN(Cc3ccccc3)CC2)S(C)(=O)=O)cc1Cl	1	-11	15	2.6	-1	1.5	-1	-9	-6
COc1ccccc1/C=C/C(=O)NCC(=O)n1nc(C)cc1C	11	-2	-15	1.1	-14	4.6	-1	9	-14
COc1ccc(-c2c(C)[nH]n3c(=O)c(Cc4ccccc4)c(C)nc23)cc1OC	3	-9	4	-0.3	13	0.4	-7	-5	-24
CC1CCCCC1NC(=S)NC(=O)c1cccs1 (stereo unspecified)	11	-9	11	-1.6	-45	0.5	-4	-6	-11
CCOc1ccc(-n2c(=S)sc3c(=O)n(-c4ccccc4)c(SCC(=O)O)nc32)cc1	-2	-15	-11	0.0	-3	-0.4	0	9	-7
COc1nc(C)nc2c1sc1nc3c(cc12)COC(C)(C)C3	11	-6	15	0.3	-3	0.1	-3	-9	-8
CC(Oc1ccccc1)C(=O)N=Nc1c(O)[nH]c2ccc([N+](=O)[O-])cc12 (stereo unspecified)	1	-13	9	2.9	3	4.0	-9	-15	-25
COc1ccc(Cn2c(N)c(C#N)c3nc4ccccc4nc32)cc1	11	-3	20	4.4	10	4.5	0	-7	-11
O=S(=O)(N/N=C1\CCCc2ccccc21)c1ccccc1	5	-6	-1	1.0	2	1.0	-3	-17	-11
C(C#CCN1CCOCC1)#CCN1CCOCC1	5	/	8	/	-8	0.3	2	-18	/
Cn1c(=O)c2cc(NC(=S)NC3CCCCC3)ccc2n1Cc1cccc(C(F)(F)F)c1	4	/	10	/	28	4.4	-4	-21	/
COC(=O)CNC(=O)CSc1ccccn1	4	-10	-9	-0.1	-8	0.0	-2	5	-8
CC(=O)c1ccc(NC(=O)C(C)OC(=O)c2cccc(-n3cnnn3)c2)cc1 (stereo unspecified)	0	-5	19	0.7	-9	1.0	-1	-8	2
C#Cc1ccccc1OCCCN1CCC(C(O)(c2ccccc2)c2ccccc2)CC1	40*	/	22	/	51*	9.5	/	-9	/
COc1ccc(C(=O)COc2ccc(F)cc2)c(O)c1	-2	-4	-5	-1.6	1	1.1	-2	7	-8
O=C(Nc1ccccc1F)c1cc(-c2ccco2)nc2ccccc12	9	-2	-10	0.3	27	3.2	-2	0	-25
COc1ccc(-n2ccnc(SCC(=O)NC3CCCC3)c2=O)cc1	0	-10	-13	1.1	1	0.2	-1	-3	-6
Cc1c(CNCCCc2ccccc2)c(C(=O)O)c(C)n1Cc1ccccc1	11	-12	15	1.2	-5	13	-5	0	-34
Cc1noc(NS(=O)(=O)c2ccc(NC(=O)C34CC5CC(C3)CC(n3cnc(Cl)n3)(C5)C4)cc2)c1C	1	-1	7	-1.0	-5	3.1	-2	2	-8

(next part)
SMILES	TAAR1 ag	OXTR potentiate	M1 PAM parental	V1R ag counter	TAAR1 antag	M1 ag parental	M1 ag	CHO-K1 Ca antag	CHO parental Ca
Cc1nnc(SCC(=O)N2CCN(c3ccccc3)CC2)n1C1CC1	5	-2	-2	1.1	4	0.5	-6	1	-14
CC(C)c1nnc(NC(=O)CCS(=O)(=O)c2ccccc2)s1	-2	-5	11	-0.1	11	0.6	-6	-7	-5
COCCCN=C1NN=C(c2cc(C)n(Cc3ccco3)c2C)CS1	8	-14	14	3.1	-6	1.5	-10	-4	-20
CC1(C(=O)NCCN2CCOCC2)C=CCN1C(=O)c1ccccc1 (stereo unspecified)	2	-5	18	0.5	15	0.6	-4	-14	-5
CCOC(=O)C1=C(N)Oc2ccc3ccccc3c2C1c1cccnc1 (stereo unspecified)	-1	-6	17	-0.5	-24	0.1	1	-3	-20
CCNS(=O)(=O)c1ccc(OC)c(C)c1	7	-4	-6	0.1	-13	0.4	4	-20	-13
Cc1nnc(SCC(=O)c2c(N)n(C)c(=O)n(C)c2=O)[nH]c1=O	2	3	13	1.5	-15	-0.1	-2	-9	-7
CC(C)(C)NC(=O)C1c2ccccc2OCC(=O)N1C1CC1 (stereo unspecified)	1	/	15	/	-18	1.4	/	-8	/
CC1COc2ccccc2N1S(=O)(=O)c1ccc(Cl)cc1 (stereo unspecified)	-2	-5	1	-1.1	-3	-0.1	-13	-3	-17
COc1ccc(C2=C(C)CC(C)(C)NC2=O)cc1OC	3	-19	9	3.7	-17	0.8	-1	-10	4
C=CCc1c(N(CC)CC)nc(C)[nH]c1=O	-1	0	8	-1.1	-7	0.6	-2	-7	1
CCOC(=O)CN(C(=O)COc1nc(-c2ccccc2)cc(C)c1C#N)c1ccccc1C	3	6	-2	0.9	-31	0.2	-3	-4	-21
CCN(CC)Cc1c(C(=O)N/N=C/c2ccc(C)o2)nnn1-c1nonc1N	3	-10	5	1.2	-28	0.9	-3	-16	-5
CC(=NNC(=O)c1ccncc1)c1ccccc1O	2	/	10	/	2	-0.4	-3	-8	/
COCCCNC(=O)/C(C#N)=C/c1cc(C)[nH]c1C	1	4	11	0.0	-15	0.7	-3	-17	6
CCCCC[C@H](C)N1C[C@H](COCc2ccccc2)Oc2cc(N3CCC[C@H]3COC)ccc2S1(=O)=O	0	/	5	/	-26	0.7	/	-21	/
O=C(O)C1Cc2ccccc2CN1C(=O)c1ccccc1 (stereo unspecified)	10	-4	5	0.6	-6	0.3	-2	-6	1
Cc1cccc2c(C(=O)n3cccn3)cc(-c3ccccc3Cl)nc12	3	-4	-2	-0.5	-25	0.2	-2	3	-6
Cc1n[nH]c(=O)c2c(NC(=O)CSc3ccc(Br)cc3)oc(C)c12	0	-8	5	-0.1	3	-0.1	-3	13	-16
CC1(C(=O)NS(=O)(=O)Cc2cccc(Cl)c2)CCN1C(=O)C/C=C/c1ccccc1 (stereo unspecified)	0	/	6	/	2	0.3	-2	-8	/

(listing goes on)
SMILES	TAAR1 ag	OXTR potentiate	M1 PAM parental	V1R ag counter	TAAR1 antag	M1 ag parental	M1 ag	CHO-K1 Ca antag	CHO parental Ca
O=C(COC(=O)c1ccccn1)NCc1ccccc1	2	1	18	0.5	-17	1.2	-1	-15	-15
CCCNC(=O)c1ccccc1C(=O)NC1(C(=O)NCCC)CCCC1	4	0	-5	0.8	-1	0.2	0	-11	-10
O=C1CN(C(=O)COC(=O)[C@@H]2CC(O)CN2S(=O)(=O)c2ccc(Cl)cc2)c2ccccc2N1 (stereo partly specified)	2	4	-5	0.9	0	0.5	-1	-3	-8
COc1cccc(NC(=O)CN(C)C(=O)/C=C/c2ccc3ccccc3n2)c1	0	-11	-9	-0.2	-9	-0.1	1	6	-27
COCCN(CC(=O)NCC1CCCO1)C(=O)CCC(=O)Nc1cc(C)on1 (stereo unspecified)	8	-9	18	0.9	2	0.0	-3	-10	-9
NC(=O)CC12CC3CC(C1)CC(CC(N)=O)(C3)C2	13	-7	2	-0.1	-1	0.4	-7	-9	-6
Cc1cc(C)cc(N=c2c([N+](=O)[O-])nn(-c3ccc(Cl)cc3)n2O)c1	5	-3	21	-1.6	-30	-0.2	-6	-15	-23
Cc1c(NC(=O)c2ccc(Cl)nc2)cccc1-c1nc2cccnc2s1	8	-2	-21	7.4	6	1.5	2	10	-20
O=C(c1ccc(CS(=O)Cc2ccccc2Cl)o1)N1CCN(c2ccccc2)CC1 (stereo unspecified)	5	/	13	/	2	4.5	-3	0	/
c1ccc2cc(Cn3ccnc3)ccc2c1	5	-6	7	2.7	0	0.9	-1	-1	-6
Cn1nccc1C(=O)Nc1cccc(S(=O)(=O)N2CCOCC2)c1	0	-12	-13	0.1	-10	1.1	0	2	-9
CCOC(=O)CCCNC(=O)CCNC(=O)c1ccc(OCCC(C)C)cc1	1	1	17	2.5	-10	2.7	-3	-8	-8
COc1ccccc1OCc1cc(C(=O)N(C)CCC2CCOCC2)no1	5	/	17	/	-3	0.3	-2	-5	/
Cc1cc2c(ncn2Cc2ccccc2)c(NS(C)(=O)=O)c1C	2	-16	-9	0.5	-10	0.7	0	2	-7
COc1ccccc1OCC(=O)Nc1ccc(S(=O)(=O)N2CCCCCC2)cc1	6	-2	-5	3.3	28	1.8	-5	-11	-9
Cn1nc(-c2ccc(C(=O)O)cc2)c2ccccc2c1=O	1	4	1	-0.1	2	0.1	-4	4	-10
C=C(C)CN1C(=O)C(C)SC1=NN=C1SCC(=O)N1C (stereo unspecified)	0	/	16	/	2	0.5	0	-2	/
CSc1nnc(-c2ccc([N+](=O)[O-])cc2)o1	2	-22	11	-0.3	10	0.5	-4	-1	-9
CCOc1ccc(N2CSC(=S)N(c3ccc(OCC)cc3)C2)cc1	-1	-6	10	-0.3	6	-0.1	-8	-2	-3
Cn1c(=O)cc(SCC(=O)N2CCN(c3ccccn3)CC2)c2ccccc21	19	-9	-3	-0.8	4	0.6	-2	10	-14

Three compounds out of the list above, arranged by the value under TAAR1 antag, falling.
Structure	TAAR1 antag
c1ccc2cc(Cn3ccnc3)ccc2c1	0
NC(=O)CC12CC3CC(C1)CC(CC(N)=O)(C3)C2	-1
Cc1cc2c(ncn2Cc2ccccc2)c(NS(C)(=O)=O)c1C	-10

Additional results follow.
SMILES	TAAR1 ag	OXTR potentiate	M1 PAM parental	V1R ag counter	TAAR1 antag	M1 ag parental	M1 ag	CHO-K1 Ca antag	CHO parental Ca
Brc1ccc(-c2c(-c3ccsc3)sc3ccccc23)cn1	11	-5	-7	-1.1	6	-0.3	-5	-2	-37
O=C(CNC(=O)c1ccc(Cl)cc1Cl)OCn1nnc2ccccc2c1=O	-1	-10	-10	-0.1	-1	0.5	-3	9	-16
Cc1cc(-c2ccccc2)nc(=O)[nH]1	1	1	-4	0.0	-8	0.5	-1	10	-14
O=C(Nc1ccccc1C(F)(F)F)c1cc(S(=O)(=O)N2CCOCC2)ccc1F	7	-5	23	-0.3	7	1.3	-7	-13	-10
Cc1ccccc1C1CCCN(Cc2nc(CC3CC3)no2)C1 (stereo unspecified)	17	1	-15	-1.1	8	-0.1	-4	-3	-3
COc1ccc(-n2ncc3c2CC(C)(C)CC3NC(=O)c2c(C)cc(=O)oc2C)cc1 (stereo unspecified)	-1	-14	0	-0.7	-37	-0.9	0	-6	-8

Retrieved by structure from the entries so far:
SMILES	TAAR1 ag	OXTR potentiate	M1 PAM parental	V1R ag counter	TAAR1 antag	M1 ag parental	M1 ag	CHO-K1 Ca antag	CHO parental Ca
Cc1cc(-c2ccccc2)nc(=O)[nH]1	1	1	-4	0.0	-8	0.5	-1	10	-14
COc1ccc(-n2ncc3c2CC(C)(C)CC3NC(=O)c2c(C)cc(=O)oc2C)cc1 (stereo unspecified)	-1	-14	0	-0.7	-37	-0.9	0	-6	-8
